# From PubChem
# SSB-PriA inh: K. pneumoniae PriA-SSBct interaction inhibition; actives 0.6% (n = 430,000); inhibition, % at 33 µM; AlphaScreen SSBct-PriA binding, biotinylated peptide; in the data active means inhibition mostly above about 37%, no sharp cut-off; inactive means mostly below about 20%;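 further: plate controls were negative control peptide for no effect and reference peptide for full effect; strong numbers were not always called active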
# TcdB inh: TcdB glycohydrolase inhibition; inhibition, % at 9.99 µM; TcdB glycohydrolase enzymatic assay, plate reader; actives 0.24% (n = 350,000); P18177; AID 652162; in the data active means inhibition above about 10%
# BoNT A protease: blocks Botulinum neurotoxin A light chain protease; actives 0.17% (n = 360,000); multiplex microsphere protease substrate cleavage, flow cytometry; inhibition, % at 10 µM; further: plate controls were buffer without enzyme for full effect and enzyme alone for no effect
# VHR inh abs: DUSP3 (human) phosphatase inhibition | P51452 | recombinant VHR phosphatase, pNPP absorbance | inhibition, % at 13.3 µM | actives 0.52% (n = 290,000); in the data active means inhibition above about 50%; further: some compounds called inactive have numbers as strong as hits
# Target sequence (P51452 whole entry, looked up): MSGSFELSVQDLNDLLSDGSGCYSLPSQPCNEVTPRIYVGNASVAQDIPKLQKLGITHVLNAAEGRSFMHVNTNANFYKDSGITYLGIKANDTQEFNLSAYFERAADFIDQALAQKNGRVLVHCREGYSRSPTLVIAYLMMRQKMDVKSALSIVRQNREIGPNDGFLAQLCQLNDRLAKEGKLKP
# CCHF vOTU inh: blocks the CCHF virus ovarian tumor domain protease. actives 0.55% (n = 370,000). CCHFV vOTU protease, Pep-AMC fluorescence. inhibition, % at 11.5 µM. AID 651958; in the data active means inhibition above about 30%; further: 0% = vehicle wells with enzyme and 100% = no enzyme wells
# PfHsp40 rescue: rescue of PfHsp40-mediated yeast toxicity; S. cerevisiae expressing PfHsp40, growth rescue, ATP luminescence; growth rescue, % at 12.5 µM; actives 0.68% (n = 340,000); in the data active means growth rescue above about 28%, passing the limit was not always enough; inconclusive means no clear call, values can overlap the other calls;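 further: yeast W303a lacking pdr1 and pdr3 grown in galactose medium; growth measured after three days at 30 °C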
# SARS 3CLpro inh: SARS-CoV 3CLpro protease inhibition. inhibition, % at 6 µM. P0C6X7. actives 0.14% (n = 290,000). recombinant SARS-CoV 3CLpro, quenched FRET peptide cleavage; in the data active means inhibition above about 12%
# Yp Topo-I inh: blocks Yersinia pestis topoisomerase I activity | AID 504884 | activity, % at 10 µM | Y. pestis Topo-I cleavage product accumulation, plate reader | actives 0.064% (n = 360,000); in the data active means activity above about 50%, passing the limit was not always enough; inconclusive means no clear call, values can overlap the other calls; further: inactives centre near 2
# Vc quorum ag: induces V. cholerae light production without autoinducers. V. cholerae BH1578 lux reporter, luminescence, 6 h. activation, % at 18.7 µM. actives 0.16% (n = 350,000). AID 588436; in the data active means activation mostly above about 9.7%, no sharp cut-off; inconclusive means no clear call, values can overlap the other calls; inactive means mostly below about 3.7%; further: not every result past the cut was called active; inactives centre near 0; reference of the scale not given here
# Anthrax LF inh2: anthrax lethal factor protease inhibition; actives 0.12% (n = 360,000); P15917; multiplex microsphere protease cleavage assay, LF; AID 588501; inhibition, % at 10 µM; further: plate controls were buffer without enzyme for full effect and enzyme alone for no effect
# Target sequence (P15917 whole entry, looked up): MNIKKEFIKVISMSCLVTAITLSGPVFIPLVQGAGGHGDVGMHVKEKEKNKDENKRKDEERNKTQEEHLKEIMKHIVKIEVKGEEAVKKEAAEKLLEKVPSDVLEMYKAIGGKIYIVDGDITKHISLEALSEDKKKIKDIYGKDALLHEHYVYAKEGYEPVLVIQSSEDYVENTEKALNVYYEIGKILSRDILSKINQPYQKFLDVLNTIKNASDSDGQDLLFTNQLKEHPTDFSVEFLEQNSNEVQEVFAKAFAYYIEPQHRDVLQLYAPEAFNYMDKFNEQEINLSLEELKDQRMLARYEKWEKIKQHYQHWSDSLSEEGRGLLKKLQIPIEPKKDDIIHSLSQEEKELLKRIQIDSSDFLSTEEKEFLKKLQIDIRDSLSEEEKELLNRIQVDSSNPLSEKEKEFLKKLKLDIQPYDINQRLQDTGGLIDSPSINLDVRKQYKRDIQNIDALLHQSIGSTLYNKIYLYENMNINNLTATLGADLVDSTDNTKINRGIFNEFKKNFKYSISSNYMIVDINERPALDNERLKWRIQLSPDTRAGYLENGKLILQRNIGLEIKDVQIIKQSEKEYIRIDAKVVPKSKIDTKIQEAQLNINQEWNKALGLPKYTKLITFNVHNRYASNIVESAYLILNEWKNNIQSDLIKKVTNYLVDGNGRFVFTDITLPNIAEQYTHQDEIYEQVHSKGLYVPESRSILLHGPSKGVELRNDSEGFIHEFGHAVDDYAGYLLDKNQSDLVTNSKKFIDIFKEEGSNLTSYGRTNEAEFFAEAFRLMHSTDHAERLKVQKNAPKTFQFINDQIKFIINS
# Active calls of the source: *; i = inactive; ? = inconclusive; . = no result given; & = joins results of further samples. Unless noted, no stated cut-off is given here; in the data, active means inhibition above about 30%; inconclusive means no clear call, values can overlap the other calls; inactive means below that.
SMILES,SSB-PriA inh,TcdB inh,BoNT A protease,VHR inh abs,CCHF vOTU inh,PfHsp40 rescue,SARS 3CLpro inh,Yp Topo-I inh,Vc quorum ag,Anthrax LF inh2
Cc1ccc(CSc2ccc(C(=O)N3CCOCC3)cc2[N+](=O)[O-])cc1,-15,-6.8,-0.4,27,-3,-1.0,6,10,-0.3,-4
O=C1CCCc2nc(N3CCCCC3)sc21,-5,.,-0.2,2,12,-0.9,-1,-5,0.5,-3
N#C/C(=C/C=C/c1ccccc1)C(=O)Nc1ccccc1,0,1.8,?,-5,-2,-0.4,-5,-5,-0.1,-1
CCN(CC(=O)Nc1cc(Cl)ccc1C)C(=O)c1cc([N+](=O)[O-])ccc1N1CCOCC1,7,7.3,1.4,.,10,0.0,.,-2,-1.8,-5
CCOc1c(Cl)cc(CNCC(C)C)cc1OC,-17,.,?,12,-4,-0.3,-1,-3,-0.9,-3
C=CCN(C(=O)Cn1nc(C)n2c(cc3cc(C)ccc32)c1=O)c1ccccc1,-25,0.7,1.4,20,-3,1.3,4,31,i,-2
COc1ccc(/C=N/NC(=O)c2cccnc2)c(C(=O)O)c1OC,i,2.3,-1.5,-7,6,-1.5,3,0,-0.4,-10
CCOC(=O)c1cc(C#N)c(SC)nc1C,-7,1.3,-3.4,12,3,-1.5,4,15,-0.8,-4
O=C(/C=C/Nc1ccc(F)cc1)c1ccco1,8,.,-0.5,-1,2,0.7,2,-1,-0.1,-5
CC1(C)Oc2ccc(C(=O)NC3CCCC3)cc2N(CC(=O)NC2CCCCC2)C1=O,-9,.,-3.6,8,-2,1.2,-2,7,i,-4
Cc1cc(C)cc(N(CC(=O)NCc2ccco2)C(=O)CCC(=O)Nc2ccccn2)c1,-5,.,0.1,7,2,-1.8,0,29,i,0
Cc1ccc(F)cc1NC(=O)CSc1nnc(CNC(=O)c2ccco2)n1C,-19,2.2,-0.9,.,-2,-0.6,.,-6,-5.0,-4

# Among those listed so far, 2 have an aryl methoxy group.
SMILES,SSB-PriA inh,TcdB inh,BoNT A protease,VHR inh abs,CCHF vOTU inh,PfHsp40 rescue,SARS 3CLpro inh,Yp Topo-I inh,Vc quorum ag,Anthrax LF inh2
CCOc1c(Cl)cc(CNCC(C)C)cc1OC,-17,.,?,12,-4,-0.3,-1,-3,-0.9,-3
COc1ccc(/C=N/NC(=O)c2cccnc2)c(C(=O)O)c1OC,i,2.3,-1.5,-7,6,-1.5,3,0,-0.4,-10

# More results
SMILES,SSB-PriA inh,TcdB inh,BoNT A protease,VHR inh abs,CCHF vOTU inh,PfHsp40 rescue,SARS 3CLpro inh,Yp Topo-I inh,Vc quorum ag,Anthrax LF inh2
Cc1cc(O)c(-c2cc(C(=O)Nc3ccc(S(=O)(=O)N4CCOCC4)cc3)[nH]n2)cc1C,12,.,-2.7,9,-1,-0.5,-3,5,-0.4,?
CCc1ccc(N(C(=O)c2csnn2)C(C(=O)NC2CCCCC2)c2cccnc2)cc1 (stereo unspecified),-2,1.5,-1.6,27,0,0.1,6,7,-0.2,-11
Cc1sc2nc(-c3ccco3)oc(=O)c2c1C,1,.,-0.3,12,7,-1.4,2,-4,-0.4,0
COc1ccccc1CC(=O)Nc1ccc(-c2nnc(-c3ccco3)o2)cc1,-6,.,0.6,25,-10,0.0,2,7,-0.5,-3
O=C(CCN1C(=O)c2ccccc2S1(=O)=O)NCc1ccc(F)cc1,-5,2.9,?,.,-3,1.1,.,-2,-0.6,?
c1ccc(Cn2nnc3c(NCC4CCCO4)nc(C4CC4)nc32)cc1 (stereo unspecified),0,.,0.6,18,5,8.8,2,0,-0.4,-6
O=C(c1cc2nc(-c3ccccc3)cc(C(F)(F)F)n2n1)N1CCOCC1,-9,1.0,1.9,-22,.,0.0,-5,1,-2.7,-4
Cc1nnc(SCC(=O)N2c3ccccc3CC2C)[nH]c1=O (stereo unspecified),-6,.,0.6,6,-2,0.5,4,4,i,2
COC(=O)c1ccc(NC(=O)CN(C2CCCCC2)S(C)(=O)=O)cc1,-3,.,0.9,-6,0,-1.0,1,6,i,-1
Cc1ccc(SCCc2cc[n+](CC(=O)c3ccccc3)cc2)cc1,17,0.8,14,6,0,1.7,-7,0,-0.3,-12
O=C(Nc1ccc(Br)cc1)c1cccc(NC(=O)C2C3CC4OC(=O)C2C4C3)c1 (stereo unspecified),4,.,-1.1,30,0,0.1,1,-4,-0.3,-10
COc1cc(NC(=O)CC[C@H]2O[C@@H](n3cnc4c(NC(=O)c5ccccc5)ncnc43)[C@H](O)[C@@H]2O)cc(OC)c1OC,.,1.6,-0.3,.,-3,.,.,.,.,2

# Compounds above that contain an NH in an aromatic ring, in the order listed:
SMILES,SSB-PriA inh,TcdB inh,BoNT A protease,VHR inh abs,CCHF vOTU inh,PfHsp40 rescue,SARS 3CLpro inh,Yp Topo-I inh,Vc quorum ag,Anthrax LF inh2
Cc1cc(O)c(-c2cc(C(=O)Nc3ccc(S(=O)(=O)N4CCOCC4)cc3)[nH]n2)cc1C,12,.,-2.7,9,-1,-0.5,-3,5,-0.4,?
Cc1nnc(SCC(=O)N2c3ccccc3CC2C)[nH]c1=O (stereo unspecified),-6,.,0.6,6,-2,0.5,4,4,i,2

# Additional structures follow:
SMILES,SSB-PriA inh,TcdB inh,BoNT A protease,VHR inh abs,CCHF vOTU inh,PfHsp40 rescue,SARS 3CLpro inh,Yp Topo-I inh,Vc quorum ag,Anthrax LF inh2
C/C=C(\C)C(=O)OC1c2c(ccc3ccc(=O)oc23)OC(C)(C)C1OC(C)=O (stereo unspecified),0,.,-0.6,0,-2,-1.4,-3,6,0.7,-6
COc1ccc(C(CC(=O)O)n2cnnn2)cc1 (stereo unspecified),-16,1.8,-0.4,7,8,-0.4,7,1,-0.7,-10
CC1(c2nnc(Cc3ccccc3)o2)CC(c2ccc(OC(F)(F)F)cc2)=NO1 (stereo unspecified),-36,0.3,-0.4,.,11,14,.,-1,-2.4,-1
CCCn1c(=O)c(C(=O)c2ccccc2)nc2ccccc21,7,.,3.4,34,0,-1.0,0,-6,i,2
COc1ccc(N(CC(=O)Nc2ccccc2C(=O)N2CCCC2)S(C)(=O)=O)cc1,-16,1.5,0.5,-3,4,-0.1,-10,-2,-0.2,2
Cc1ccc(-n2nc(N)c3c(=O)oc(N(C)C)nc32)cc1,-19,.,-1.8,17,-7,1.2,2,2,-11,-1
Cc1nc(SCCO)c2oc3ccccc3c2n1,6,0.0,-0.4,-20,13,1.2,1,4,-0.5,-1
CCCCC(=O)Nc1ccc(Cl)cn1,1,.,-0.1,12,-38,-0.6,-2,-5,i,-3
CN(Cc1ccccc1)C(=O)COC(=O)c1ccc(Cl)cc1N,-10,-0.2,-0.3,29,-42,5.1,4,2,i,-3
CC(NC(=O)c1ccco1)C(=O)O (stereo unspecified),-8,7.8,-0.9,.,-1,0.4,.,11,-1.0,-5
COc1ccc(Nc2nc(C(=O)N3CCc4ccccc4C3)cs2)cc1,32,0.9,-1.8,-14,15,3.9,4,-7,i,-3
COc1ccc(-c2cc(=O)[nH]c(=S)[nH]2)cc1,-2,0.1,-0.9,27,-3,0.9,-4,-2,-2.0,-9
C/C(=N\NC(=O)c1cccnc1)c1ccc(C)c([N+](=O)[O-])c1,.,-3.0,-1.2,12,-22,0.1,0,-1,-0.2,-6
O=C(O)CN1C(=O)COc2cc(S(=O)(=O)N3CCCC3)ccc21,-8,-0.3,-0.3,25,-5,1.1,-2,-5,0.4,1
COc1ccc(Cl)cc1NC(=O)C1CSC(c2ccncc2)=N1 (stereo unspecified),-8,0.9,-1.2,11,0,-1.0,-2,-2,-0.3,3
CC(=O)Nc1ccc(C(=O)/C=C/c2ccco2)cc1,-15,.,0.7,4,-2,0.1,-2,-8,-0.6,-6
CC(=O)Nc1ccc(NC(=O)Cn2cc3c(n2)CCCC3)cc1,2,.,-0.9,-4,-6,0.9,0,-2,0.5,-4
CCC(C)NC(=O)C1CC(=O)N(CCc2ccc(F)cc2)C1 (stereo unspecified),-1,3.2,1.2,6,-10,3.1,5,6,-0.3,-15
COc1c(CC=C(C)C)cc(C2CC(=O)c3c(O)cc(O)cc3O2)cc1CC=C(C)C (stereo unspecified),1,-0.6,-0.3,-1,20,1.7,.,11,-0.4,6
COc1ccc(C2CC(=O)Oc3c(C(CCN4CCCCC4)c4ccc(N(C)C)cc4)c(OC)cc(OC)c32)cc1 (stereo unspecified),90,0.2,-0.3,18,8,-0.5,.,-17,-1.3,-9
NC1=NC(c2ccc(Br)cc2)n2c(nc3ccccc32)N1 (stereo unspecified),3,0.4,0.5&0.2,-5,-3&-7,2.1&-0.8,1,5&1,1.1&7.1,-4&-2
CCOc1ccc(CCNC(=O)COC(=O)Cc2ccc(OC)c(OC)c2)cc1OCC,2,-0.4,-1.3,.,-4,0.5,.,11,i,-3
CC(C)C(N)c1csc(Nc2ccc(C(F)(F)F)cn2)n1 (stereo unspecified),.,-0.1,-0.5,.,20,.,.,-7,-0.3,-2
CCOc1ccccc1-c1nc(-c2ccc(NC(=O)c3ccc(Br)o3)cc2)no1,-6,.,.,6,7,.,-8,.,.,.
COc1cc(NC(=O)CN2CCN(S(=O)(=O)c3ccc(C(C)C)cc3)CC2)cc(OC)c1,5,.,0.2,-2,4,-0.3,6,26,3.4,-2
COc1cccc(CC2(CO)CCN(Cc3cn(C)nc3C)CC2)c1,-15,0.0,-0.2,-10,3,1.0,-4,-9,i,0
Cc1ccc(NC(=S)NC(=O)C2CCC2)cc1C,-13,0.4,-0.7,48,2,5.9,7,13,1.1,3
COc1cc(C2OC(=O)c3ccccc3S2)cc(OC)c1OC (stereo unspecified),-14,-2.9,-2.7,-11,-11,0.2,3,-7,i,-4
O=C(COc1ccc(Cl)cc1)NC1=NN(c2ccccc2)C(=O)C1,1,.,-1.0,13,3,-0.8,4,-4,-0.4,-1
CC(=O)Nc1ccc(NC(=O)CC2(CC(=O)N3CCOCC3)CCCC2)cc1,0,-0.3,0.6,.,2,0.2,.,-11,-1.4,0
O=C(c1ccc(Cl)cc1)C1CCCN(Cc2cccc3ncccc23)C1 (stereo unspecified),-9,-0.9,-0.2,4,-3,0.8,0,0,-0.3,-4
N#Cc1ncc(-c2ccc3c(c2)OCCOCCOCCOCCOCCO3)nc1C#N,-5,.,0.4,-5,-16,-1.3,0,-3,-0.2,0
Cc1cccc(OCC(=O)NCC(=O)N=Nc2c(O)[nH]c3ccc([N+](=O)[O-])cc23)c1,-3,1.7,2.5,36,11,-1.0,-5,-6,1.0,0
COc1ccccc1CN(Cc1ccco1)S(=O)(=O)c1ccc(-n2cnnn2)c(OC)c1,1,1.3,-1.6,0,-6,0.1,2,6,-0.5,-4
COc1ccccc1N(CC(=O)NCCc1ccccc1)C(=O)CCC(=O)Nc1nccs1,1,0.0,-2.2,7,6,-0.4,1,13,0.0,3
COCCN(C(=O)Cc1cccs1)C(C(=O)NCc1ccc(OC)cc1)c1ccc(C(C)C)cc1 (stereo unspecified),-5,.,-0.7,-13,8,6.2,1,17,-0.5,-3

# Single records, as listed above.
# `O=C(COc1ccc(Cl)cc1)NC1=NN(c2ccccc2)C(=O)C1` is entered as SSB-PriA inh: 1; TcdB inh: .; BoNT A protease: -1.0; VHR inh abs: 13; CCHF vOTU inh: 3; PfHsp40 rescue: -0.8; SARS 3CLpro inh: 4; Yp Topo-I inh: -4; Vc quorum ag: -0.4; Anthrax LF inh2: -1
# `COc1ccccc1N(CC(=O)NCCc1ccccc1)C(=O)CCC(=O)Nc1nccs1` is entered as SSB-PriA inh: 1; TcdB inh: 0.0; BoNT A protease: -2.2; VHR inh abs: 7; CCHF vOTU inh: 6; PfHsp40 rescue: -0.4; SARS 3CLpro inh: 1; Yp Topo-I inh: 13; Vc quorum ag: 0.0; Anthrax LF inh2: 3

# Some of the compounds tested. The share of hits here may be higher or lower than overall.
